Source: PubChem BioAssay
Cycloheximide cs – counter-screen hit for Shiga toxin inhibitors, cycloheximide. cell reporter, cycloheximide protein synthesis inhibition counterscreen. max response, %. hit rate 12% among 300,000. AID 2314; in the data active = max response mostly above about 13%, no sharp cut-off; inactive = mostly below about 14%; note: read at 38.3 µM for the half of the compounds with a filed dose; 0% is about no effect
LmPK inh – inhibitors of Leishmania mexicana pyruvate kinase; purified LmPK, Kinase-Glo ATP luminescence, 1 h; Potency, µM (top dose mostly 57.5 µM), inactives show at the top dose activity change, negative = inhibition, most hits filed as inhibitors; hit rate 0.37% among 290,000; AID 1721; note: potency is the fitted concentration of half-maximal effect; % is set by controls: 0 for no effect and ±100 for the full control effect
Target sequence (Q27686 whole entry, looked up): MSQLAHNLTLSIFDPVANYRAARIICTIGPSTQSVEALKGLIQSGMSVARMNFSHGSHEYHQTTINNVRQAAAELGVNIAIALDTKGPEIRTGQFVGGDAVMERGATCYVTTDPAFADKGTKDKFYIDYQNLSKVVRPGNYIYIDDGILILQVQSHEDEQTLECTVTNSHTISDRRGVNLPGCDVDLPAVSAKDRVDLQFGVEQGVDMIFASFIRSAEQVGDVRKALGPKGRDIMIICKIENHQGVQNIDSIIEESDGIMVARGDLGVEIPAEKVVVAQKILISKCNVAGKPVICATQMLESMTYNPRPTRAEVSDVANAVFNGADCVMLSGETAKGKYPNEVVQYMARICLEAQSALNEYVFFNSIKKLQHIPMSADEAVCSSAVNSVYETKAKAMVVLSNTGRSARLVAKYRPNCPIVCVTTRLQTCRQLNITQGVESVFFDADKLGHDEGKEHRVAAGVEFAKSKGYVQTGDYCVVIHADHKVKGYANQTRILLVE
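Pyruvate kinase activity monitored as ATP production (luciferase luminescence). Conditions: 0.1 nM enzyme, 0.5 mM PEP, 0.1 mM ADP, 1 h, RT; normalized against uninhibited and no-enzyme wells.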
Pf growth 48h – P. falciparum growth inhibition at 48 hours (one generation). AID 504832. Potency, µM (series often up to 28.7 µM), for the others: at the top dose activity change, negative = inhibition, usual class: inhibitors. P. falciparum luciferase growth in erythrocytes, 48 h. hit rate 5.9% among 310,000; note: potency is the fitted concentration of half-maximal effect; % is set by controls: 0 for no effect and ±100 for the full control effect
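In quantitative HTS format, infected erythrocytes bearing luciferase-reporter parasites were treated for a single generation at 37 C. Luminescence after adding detection reagent served as the growth measure.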
Pf growth 96h – P. falciparum growth inhibition at 96 hours; hit rate 6.9% among 320,000; Potency, µM (highest dose often 28.7 µM), inactives show top-dose activity change, negative = inhibition, actives largely listed as inhibitors; P. falciparum luciferase reporter growth, 96 h; AID 504834; note: potency is the fitted concentration of half-maximal effect; % is set by controls: 0 for no effect and ±100 for the full control effect
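Compounds incubated with erythrocytes infected by luciferase-expressing P. falciparum (2% hematocrit, 0.05% parasitemia final) for 96 hours, 37 C in 5% CO2. Growth inhibition scored as decreased luciferase luminescence.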
AMA1-RON2 inh – disrupts binding of P. falciparum AMA1 to RON2; AlphaScreen AMA1-biotinylated RON2 peptide binding; hit rate 0.2% among 360,000; AID 720542; Potency, µM (series often up to 58.2 µM), for the others: at the highest dose activity change, negative = inhibition, usual class: inhibitors;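 note: potency is the fitted concentration of half-maximal effect; 0% = vehicle wells and -100% = peptide control; nearly all actives have a fitted effect of over 45% in size; some results filed as inactive show a strong effect at the top dose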
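AMA1 (3D7) with his tag at 25 nM final met compounds first, then biotinylated RON2 peptide at 25 nM; detection used donor plus acceptor beads, 10 µg/mL apiece, read by AlphaScreen after 30 min at room temperature.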
Shiga inhibitor – Shiga toxin inhibition. Vero cells, Shiga toxin protein synthesis inhibition reporter. inhibition, % at 38.7 µM. AID 2315. hit rate 9.2% among 290,000; in the data active = inhibition mostly above about 28%, no sharp cut-off; inactive = mostly below about 43%; note: 0% is about no effect
Tb PYK inh – blocks Trypanosoma brucei pyruvate kinase; TbPYK enzyme, Kinase-Glo Plus ATP luminescence, 45 min; Potency, µM (highest dose often 76.8 µM), without a hit: at the top dose activity, negative = inhibition, hits mostly inhibitors; hit rate 0.12% among 410,000; note: potency is the fitted concentration of half-maximal effect; % is set by controls: 0 for no effect and ±100 for the full control effect; nearly all actives have a fitted effect of over 50% in size
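Quantitative HTS: titrated library compounds versus trypanosomal pyruvate kinase in TEA buffer (pH 7.2) containing KCl, MgCl2, BSA and Tween-20. Reactions were initiated with ADP, 130 uM final. Kinase-Glo Plus luminescence was read after 45 min at RT.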
* = called active by the depositor; ? = inconclusive; . = no result given; + = active, no number; & = joins results of further samples; [ ] = another dose, or the depositor's remark. Unless noted, calls come from the whole dose curve; as a rule, active = well fitted curve in the direction sought with a large enough effect; inconclusive = small, poorly fitted or top-dose-only effect, or another doubt; inactive = no such curve, though single readings can be large; an effect the other way counts as inactive or inconclusive.

SMILES	Cycloheximide cs	LmPK inh	Pf growth 48h	Pf growth 96h	AMA1-RON2 inh	Shiga inhibitor	Tb PYK inh
COc1ccc(CCNC(=O)C2CCC(=O)N(C3CCCCCC3)C2)cc1 (centres undefined)	-4	2%	?	?	0%	-7	0%
CC(C)OC(=O)c1cc2c(ccn2C)n1CC(=O)N(Cc1ccccc1)c1ccccc1	-2	5%	?	?	?	45	2%
COc1ccc(NC(=O)/C(=C/c2ccc(OC(C)=O)c(OC)c2)NC(C)=O)cc1	0	-4%	-13%	-21%	-8%	-4	-7%
Cc1ccc(NC(=S)N(C)N)cc1Cl	-4	-2%	8%	60%[activator]	33%[activator]	-8	-11%
CC(=O)Oc1ccccc1/C=C/c1ccc2ccccc2[n+]1C	43*	-2%	?	192%[activator]	-2%	107*	-7%
COc1ccc([N+](=O)[O-])cc1NC(=O)CCSCCc1ccccn1	11	0%	1%	-6%[1.15 µM]	5%	15	-2%
CC1=CC2=NC(=O)CC(C)(C(=O)N(CC(=O)NC3CCCC3)Cc3ccccc3)N2C=C1 (centres undefined)	-1	9%	27%	5%	8%	15	4%
O=C(COC(=O)CCC(=O)c1cccs1)NC(=O)c1ccc(OC(F)F)cc1	-2	1%	-4%	62%[activator]	-2%	-9	-7%
Cc1ccc(NC(=O)CSc2nnc(-c3cccs3)o2)cc1S(=O)(=O)N(C)C	27*	1%	59%[activator]	14%	.	117*	.
Cc1cc2cc(CNC(=O)c3ccc(Br)o3)ccc2n1C	-6	4%	?	9.3µM*	-3%	-6	-1%
CN(C(=O)CN(C)S(=O)(=O)c1ccc(F)cc1)c1c(N)n(Cc2ccccc2)c(=O)[nH]c1=O	.	.	1%	7%	-14%	.	-2%
CC(=O)N1CCc2cc(S(=O)(=O)CCC(=O)N3CCN(c4ccccc4F)CC3)ccc21	5	2%	?	?	4%	-1	2%&6%
O=C(c1cc(N2CCCCC2)nc2ccccc12)N1CCOCC1	2	6%	-4%	6%	-4%	-3	2%
N#CCCNS(=O)(=O)c1ccc(C(=O)OCC(=O)Nc2ccc3c(c2)OCO3)cc1	.	.	-11%	-20%	4%	.	-1%
O=C(C1=C[C@H](c2ccc(C(F)(F)F)cc2)C[C@H](OCCCCO)O1)N1CCN(Cc2ccccc2)CC1	-1	7%	?	?	-9%	-11	-18%
COCC1CCCCC1OS(N)(=O)=O (centres undefined)	-2	-7%	38%[activator]	32%[activator]	-2%	-9	2%
CN(C)/N=C1\C(=O)N(CN2CCN(c3ccccc3)CC2)c2ccccc21	.	.	-13%	-28%	-3%	.	1%
COc1cc(OC)c2c(-c3cccc(/C=C/c4ccc(F)cc4)c3)cc(=O)oc2c1	50*	.	.	.	9%	+	3%
O=C(Nc1ccc(Br)cc1)c1ccc(Br)c(S(=O)(=O)Nc2cccnc2)c1	-2	0%	19%	35%[activator]	-3%	-7	-2%
OCCC1CN(Cc2nc3ccccc3s2)CCN1CCc1ccccc1 (centres undefined)	6	-1%	?	1%	20%	12	-1%
CC(=O)Nc1c(Cl)n(C(C)=O)c2ccccc12	1	-5%	1%	?	2%	-3	-13%
Nc1nc(NCC2CCCO2)nc(Nc2ccccc2)c1[N+](=O)[O-] (centres undefined)	-3	2%	10µM*	?	13%	-2	-10%
CCC(OC(=O)C(CC(C)C)NC(=O)c1ccccc1)C(=O)Nc1nnc(C)s1 (centres undefined)	.	.	?	13%	27%	.	-2%
Cc1nn(CCOc2ccccc2)c(=O)n1-c1ccccc1F	50*	-9%	88%[activator]	141%[activator]	-4%	72*	2%
COCCNC(=O)c1onc(CSc2ccc(F)cc2)c1C(=O)NCCOC	-3	0%	38%[activator]	46%[activator]	14%	-11	-2%
SMILES	Cycloheximide cs	LmPK inh	Pf growth 48h	Pf growth 96h	AMA1-RON2 inh	Shiga inhibitor	Tb PYK inh
CC(=O)NC(c1ccccc1)c1cc([N+](=O)[O-])c2cccnc2c1O (centres undefined)	-2	-1%	?	-25%	-27%	16	-18%
O=c1c2c3c(sc2[nH]c(=S)n1Cc1ccco1)CCC3	1	-11%	53%[activator]	46%[activator]	109%[activator]	16	?
CCN(CC)Cc1c(O)c(Cl)cc2c(C)cc(=O)oc12	-2	1%	8%	4%	-22%	3	4%
COC(=O)c1sccc1NC(=O)CSc1ccc(Cl)cc1	-4	-4%	4%	4%	19%	-8	0%
CCc1ccc(-c2nc(SCC(=O)N(C)C3CCS(=O)(=O)C3)n[nH]2)cc1 (centres undefined)	.	.	29%	12%	36%[activator]	.	0%
Clc1ccc(/C=C/c2nc3ccccc3[nH]2)c(Cl)c1	-1	14µM*	9%	-70%	-5%	15	4%
COc1cc(Cl)ccc1OCc1cc(C(=O)N2C[C@]3(C)C[C@H]2CC(C)(C)C3)no1	72*	-3%	?	29%	-22%	111*	2%
Cc1nc(-c2ccc(NS(C)(=O)=O)cc2)cs1	14	-4%	12%	.	-4%	32	-10%
O=C(CSc1nn(-c2ccc(Cl)cc2)c(=S)s1)N1CCN(C(=O)c2ccco2)CC1	8	4%	4.7µM*	-14%	-8%	9	4%
COc1ccc(-c2cc(C)no2)cc1S(=O)(=O)NCc1ccc(OC(C)C)cc1	6	5%	22%	10µM*	-5%	-3	-7%&1%
Cn1c(Cn2c(=O)sc3ccccc32)nnc1SCC(=O)Nc1cccc(Cl)c1	-1	7%	-7%	?	1%	-3	0%
Cc1nc(CS(=O)(=O)c2ccccc2)cc(Sc2ccc(Cl)cc2Cl)n1	17*	0%	?	?	5%	68*	0%
COc1ccc(OC)c(C(=O)NC(CC(N)=O)c2ccc(N3CCC(Cc4ccccc4)CC3)c([N+](=O)[O-])c2)c1 (centres undefined)	-2	-3%	3%	13%	-25%	-7	0%
CCc1ccc(CN2CCC(n3nccc3NC(=O)Cc3ccccc3)CC2)o1	-1	-3%	-13%	9%	11%	-13	-5%
CCOc1ccc(NC(=S)NCc2ccc3c(c2)OCO3)cc1	9.1*	11%	?	?	-11%	23	2%
Cc1cccn2c(CNCCc3ccco3)c(C(=O)N3CCOCC3)nc12	-2	0%	?	0%	-11%	-5	6%
O=C(NNC(=O)c1cc([N+](=O)[O-])ccc1Cl)c1cccnc1	-1	-4%	-5%	?	45%[activator]	-3	9%
CCOC(=O)C(NC(=O)Nc1ccc(O)cc1)(c1ccccc1)C(F)(F)F (centres undefined)	-1	5%	-5%	7%	14%	-12	-8%
CCCC(NC(=O)C(C)N1CCN(S(=O)(=O)c2ccccc2)CC1)c1ccccc1 (centres undefined)	.	.	-23%	10µM*	7%[11.6 µM]	.	-11%
COC(=O)CCCCCNC(=S)Nc1ccc2[nH]c(=O)[nH]c2c1	-3	5%	-8%	0%	3%	-6	-11%
CC(=O)c1ccc(S(=O)(=O)Nc2cccc(-n3cnnn3)c2)cc1	-5	1%	1%	28%	0%	-6	-5%
Cc1cc(OCc2ccc([N+](=O)[O-])cc2)c2c3c(c(=O)oc2c1)CCCC3	-4	-2%	?	?	-2%	-5	4%
COc1cc2cc(CN(CCO)S(=O)(=O)c3ccccc3)c(=O)[nH]c2cc1OC	-2	2%	-2%	.	4%	-13	.
COC(=O)COc1cccc(-n2cnnn2)c1	-3	0%	9%	.	-8%	12	-2%
C=CCN1CCN(C(CC(C)C)c2nnnn2CCOC)CC1 (centres undefined)	1	8%	6%	20%	-3%	3	-6%
SMILES	Cycloheximide cs	LmPK inh	Pf growth 48h	Pf growth 96h	AMA1-RON2 inh	Shiga inhibitor	Tb PYK inh
CCOC(=O)c1cc(NC(=O)C2C3CCC(O3)C2C(=O)O)cc(C(=O)OCC)c1 (centres undefined)	4	-2%	?	?	4%	-5	2%
COc1cccc(C(=O)n2cnnc2N)c1OC	1	-1%	11%	6%	-4%	11	-4%
CCOC(=O)CNC(=O)CSc1nc(-c2ccc(C)cc2)ns1	24	-2%	35%[activator]	39%[activator]	0%	48*	-2%
O=C(CSc1n[nH]c(=O)n1-c1ccc2c(c1)OCCO2)Nc1ccccc1	5	-2%	-3%	1%	?	-11	-16%
CCCCn1c(O)c(C=NCc2ccc3c(c2)OCO3)c(=O)[nH]c1=O	2	10%	0%	?	5%	10	0%
Cc1ccc2c(CNCc3ccco3)cc(=O)oc2c1	38*	5%	70%[activator]	62%[activator]	-9%	55*	7%
CCn1c(Cc2ccc(OC)cc2)nnc1SCc1nc2ccccc2c(=O)[nH]1	0	-4%	-17%	?	10%	-5	-5%
CCN(Cc1ccc(OC)c(COC)c1)CC1CCCN(CCc2cccc(F)c2)C1 (centres undefined)	3	0%	10µM*	?	0%	3	7%
CCCn1c(SCC(=O)Nc2ccccc2N2CCOCC2)nc2c1c(=O)n(C)c(=O)n2C	-4	2%	?	-16%	4%	-2	-4%
CCN(CC)Cc1c(O)ccc2c(=O)c(-c3ccccc3OC)coc12	-2	8%	-18%	-14%	6%	.	1%
CCSS(=O)(=O)c1cccc2cccnc12	1	47%	1%	24%	1%	11	10µM*
CCOc1ccc(Nc2nc(NCc3ccco3)nc(N)c2[N+](=O)[O-])cc1	9	6%	?	?	0%	37	-21%

Reformatted: results already given.
canonical_smiles | Cycloheximide cs | LmPK inh | Pf growth 48h | Pf growth 96h | AMA1-RON2 inh | Shiga inhibitor | Tb PYK inh
C=CCN1CCN(C(CC(C)C)c2nnnn2CCOC)CC1 (centres undefined) | 1 | 8% | 6% | 20% | -3% | 3 | -6%
CCOC(=O)c1cc(NC(=O)C2C3CCC(O3)C2C(=O)O)cc(C(=O)OCC)c1 (centres undefined) | 4 | -2% | ? | ? | 4% | -5 | 2%
COc1cccc(C(=O)n2cnnc2N)c1OC | 1 | -1% | 11% | 6% | -4% | 11 | -4%
CCOC(=O)CNC(=O)CSc1nc(-c2ccc(C)cc2)ns1 | 24 | -2% | 35%[activator] | 39%[activator] | 0% | 48* | -2%
O=C(CSc1n[nH]c(=O)n1-c1ccc2c(c1)OCCO2)Nc1ccccc1 | 5 | -2% | -3% | 1% | ? | -11 | -16%
CCCCn1c(O)c(C=NCc2ccc3c(c2)OCO3)c(=O)[nH]c1=O | 2 | 10% | 0% | ? | 5% | 10 | 0%
Cc1ccc2c(CNCc3ccco3)cc(=O)oc2c1 | 38* | 5% | 70%[activator] | 62%[activator] | -9% | 55* | 7%
CCn1c(Cc2ccc(OC)cc2)nnc1SCc1nc2ccccc2c(=O)[nH]1 | 0 | -4% | -17% | ? | 10% | -5 | -5%
CCN(Cc1ccc(OC)c(COC)c1)CC1CCCN(CCc2cccc(F)c2)C1 (centres undefined) | 3 | 0% | 10µM* | ? | 0% | 3 | 7%
CCCn1c(SCC(=O)Nc2ccccc2N2CCOCC2)nc2c1c(=O)n(C)c(=O)n2C | -4 | 2% | ? | -16% | 4% | -2 | -4%
CCN(CC)Cc1c(O)ccc2c(=O)c(-c3ccccc3OC)coc12 | -2 | 8% | -18% | -14% | 6% | . | 1%
CCSS(=O)(=O)c1cccc2cccnc12 | 1 | 47% | 1% | 24% | 1% | 11 | 10µM*
CCOc1ccc(Nc2nc(NCc3ccco3)nc(N)c2[N+](=O)[O-])cc1 | 9 | 6% | ? | ? | 0% | 37 | -21%

Random draw from the library (roughly 21% active in at least one column).
